Bioassay records (PubChem BioAssay)
DAX1 inh-1: inhibitors of human orphan nuclear receptor DAX1 (NR0B1); P51843; HEK293 Gal4-DAX1 luciferase reporter, luminescence; inhibition, % at 6.75 µM; actives 0.99% (n = 340,000); AID 504766;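 active = inhibition above the mean over all tested compounds plus 3 SD, cut at about 4.2% in these data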;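 also: 0% = DAX1-transfected cells with DMSO and 100% = empty-vector control cells with DMSO; inhibition shows as a rise in luminescence from relieved DAX1 repression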
PLCg1 inh: blocks human PLC-gamma1 enzyme activity; purified PLC-gamma1, fluorogenic substrate, fluorescence; AID 720700; P19174; actives 0.84% (n = 370,000); inhibition, % at 12.2 µM; in the data active = inhibition above about 9.5%
Target sequence (P19174 whole entry, looked up): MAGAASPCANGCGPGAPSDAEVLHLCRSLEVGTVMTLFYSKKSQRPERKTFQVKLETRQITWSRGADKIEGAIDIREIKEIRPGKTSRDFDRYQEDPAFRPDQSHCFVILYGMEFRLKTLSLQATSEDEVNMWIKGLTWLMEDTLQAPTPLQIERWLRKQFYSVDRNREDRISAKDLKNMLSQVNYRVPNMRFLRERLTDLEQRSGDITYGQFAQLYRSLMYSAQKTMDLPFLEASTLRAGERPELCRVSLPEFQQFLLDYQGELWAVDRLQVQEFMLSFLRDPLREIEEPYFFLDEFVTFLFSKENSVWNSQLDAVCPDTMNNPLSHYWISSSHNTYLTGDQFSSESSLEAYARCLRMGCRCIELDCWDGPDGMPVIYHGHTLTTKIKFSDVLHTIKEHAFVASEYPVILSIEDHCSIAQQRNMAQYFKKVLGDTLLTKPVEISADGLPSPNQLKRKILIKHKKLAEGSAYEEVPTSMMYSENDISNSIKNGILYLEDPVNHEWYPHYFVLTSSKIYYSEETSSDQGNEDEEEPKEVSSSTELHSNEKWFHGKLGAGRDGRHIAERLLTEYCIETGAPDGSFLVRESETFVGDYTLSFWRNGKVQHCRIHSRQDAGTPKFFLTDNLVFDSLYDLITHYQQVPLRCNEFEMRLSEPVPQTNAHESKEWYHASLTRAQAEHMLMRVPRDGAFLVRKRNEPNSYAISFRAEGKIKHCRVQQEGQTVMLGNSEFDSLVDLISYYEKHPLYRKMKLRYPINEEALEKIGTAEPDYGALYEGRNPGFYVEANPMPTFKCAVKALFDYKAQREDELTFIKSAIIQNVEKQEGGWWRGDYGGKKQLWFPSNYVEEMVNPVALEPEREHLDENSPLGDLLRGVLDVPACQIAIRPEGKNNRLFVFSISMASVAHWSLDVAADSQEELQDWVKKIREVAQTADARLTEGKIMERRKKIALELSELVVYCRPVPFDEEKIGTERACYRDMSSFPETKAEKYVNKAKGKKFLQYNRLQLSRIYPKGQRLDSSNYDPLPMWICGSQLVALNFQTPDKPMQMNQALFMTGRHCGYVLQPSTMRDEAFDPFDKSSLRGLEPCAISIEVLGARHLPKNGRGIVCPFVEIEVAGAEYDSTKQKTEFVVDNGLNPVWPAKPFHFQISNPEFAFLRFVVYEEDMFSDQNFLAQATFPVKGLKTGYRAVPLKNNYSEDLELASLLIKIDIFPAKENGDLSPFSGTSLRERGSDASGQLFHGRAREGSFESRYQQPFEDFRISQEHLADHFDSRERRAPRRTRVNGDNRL
HGIII-sPLA2 inh: Inhibits HGIII-sPLA2 liposome hydrolysis, primary screen; Q9NZ20; QFRET BODIPY PC-A2 liposome hydrolysis, fluorescence; inhibition, % at 12.2 µM; actives 0.56% (n = 370,000);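 active = inhibition above mean plus 3 SD of compounds lying within the high and low control bounds, cut at about 19% in these data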;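 also: 0% = median of test compound wells and 100% = no enzyme DMSO wells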
PLC-beta3 inh: PLC-beta3 (human) inhibition, primary screen; Q01970; Purified PLC-beta3, fluorogenic substrate, fluorescence; inhibition, % at 12.2 µM; actives 0.18% (n = 370,000); in the data active = inhibition above about 11%;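 also: 0% = median of compound wells on plate and 100% = full blocker control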
hcDAF-12 act: H. contortus DAF-12 activation, primary screen; HEK293 hcDAF-12 lit1-tk-luc reporter, luminescence; 0% DMSO, 100% Δ7-dafachronic acid; activation, % at 6.8 µM; actives 1.4% (n = 370,000);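 active = activation above the mean of all tested compounds plus 3 SD, cut at about 5.5% in these data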;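 also: 100% = response to 3 µM Δ7-dafachronic acid high control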
GAA850 FXN act: increases GAA850 frataxin promoter reporter activity; HEK293 lucGAA850 FXN promoter luciferase reporter, 24 h; percent of 10 µM SAHA response; activation, % at 6 µM; actives 0.56% (n = 360,000); AID 540364;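 active = activation above the average of all compounds screened plus 3 SD, cutoff fixed separately per campaign, cut at about 7.5% in these data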;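 also: 0% = DMSO wells and 100% = 10 µM SAHA wells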
ADAM10 inh: ADAM10 inhibition, QFRET primary screen. O14672. recombinant ADAM10, EDANS/DABCYL FRET peptide cleavage, 3 h. inhibition, % at 7 µM. actives 0.62% (n = 370,000). AID 720582;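 active = inhibition above a per-campaign cutoff equal to the mean of compounds falling between control-based bounds plus 3 SD, cut at about 20% in these data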;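 also: 0% = DMSO wells while the 100% control is not disclosed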
ssDAF12 agonist: activators of S. stercoralis DAF-12 nuclear receptor. activation, % at 6.8 µM. AID 652126. HEK293 ssDAF-12/GRIP1 lit1-tk-luc reporter, luminescence; % of 3 µM dafachronic acid response. actives 1% (n = 370,000);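 active = activation above the mean over all tested compounds plus 3 SD, cut at about 0.9% in these data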;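 also: 0% = DMSO-only wells and 100% = 3 µM delta7-dafachronic acid wells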
hgDAF-12 ag: hgDAF-12 agonism, primary luciferase screen; HEK293 GAL4-hgDAF12 UAS-luciferase reporter, agonist luminescence; normalized to butyrate control; activation, % at 6.8 µM; actives 1.8% (n = 370,000);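 active = activation above a cutoff set at the mean of all screened compounds plus 3 SD, cut at about 10% in these data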;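 also: 0% = DMSO wells and 100% = sodium butyrate wells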
ADAM17 inh: inhibitors of human ADAM17. P78536. actives 0.83% (n = 370,000). inhibition, % at 6.95 µM. recombinant ADAM17, EDANS/DABCYL FRET peptide cleavage. AID 720648;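 active = inhibition above the mean of compounds lying between control limits plus 3 SD, set per campaign, cut at about 8.5% in these data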;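 also: 0% = DMSO-only wells as the low control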
DAX1 inh-2: blocks DAX1 repression of SF-1 activated StAR promoter; AID 652010; inhibition, % at 6.8 µM; actives 1.1% (n = 370,000); HEK293T StAR-luciferase reporter, SF-1/DAX-1 repression relief;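 active = inhibition above the mean over all tested compounds plus 3 SD, cut at about 3.6% in these data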;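 also: 0% = DAX-1 cells with DMSO and 100% = cells lacking DAX-1 with DMSO; higher inhibition means more luminescence from relief of DAX-1 repression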
Starred values were filed as active, the others as inactive; / = not tested or not shown.

SMILES	DAX1 inh-1	PLCg1 inh	HGIII-sPLA2 inh	PLC-beta3 inh	hcDAF-12 act	GAA850 FXN act	ADAM10 inh	ssDAF12 agonist	hgDAF-12 ag	ADAM17 inh	DAX1 inh-2
COC(=O)[C@]1(C)N[C@H](CN(C)C(=O)c2ccc(C)cc2)[C@@H]2C(=O)N(Cc3ccccc3)C(=O)[C@@H]21	-1.9	4	-5	5	-2.2	2.8	1	-0.9	-3.5	0	-0.7
CC(=O)c1c(C(C)=O)c(C)n(NC(=O)c2ccncc2)c1C	5.7*	2	3	1	0.0	-3.4	-8	-1.3	-1.2	-5	-0.6
COc1cc(C(=O)NCCCNc2ccc([N+](=O)[O-])cc2)cc(OC)c1OC	-0.3	1	-2	0	-0.4	-1.4	0	-1.9	3.1	-2	-0.7
CN1CCN(c2nc(-c3cccnc3)nc3ccccc23)CC1	1.5	-106	2	-109	-2.9	3.3	-355	-0.7	3.4	-141	-0.7
CC1(C(=O)NCC2CC2)Cc2c(-c3ccc4c(c3)OCO4)ccnc2O1 (configuration not stated)	/	-9	-3	-11	-3.9	-3.5	-76	-1.2	2.8	-19	-3.8
Cc1ccc(S(=O)(=O)NNC(=O)/C=C/c2cccc(F)c2)cc1	0.0	5	-19	-5	1.1	-0.1	-7	-1.6	-1.0	2	-0.4
COc1ccc(OC)c(NC(=O)CSc2nc(-c3ccccc3)cc(=O)[nH]2)c1	-1.0	3	-22	-3	-0.4	1.2	9	-1.5	-0.7	-4	0.0
CC1CCCCN1C(=O)CSc1nnc(-c2c[nH]c3ccccc23)o1 (configuration not stated)	-0.7	-4	-13	-2	0.3	1.5	-3	-1.9	1.3	-2	0.6
COc1ccc(OC)c(NC(=O)CSc2nnnn2C2CCCC2)c1	-0.7	1	-1	-5	-1.2	-0.1	-2	-1.2	-0.7	0	-0.4
Cc1ccc(Cn2c(SCC(=O)Nc3cc(C)on3)nc3ccccc3c2=O)cc1	1.2	1	8	1	-0.5	2.0	5	-0.5	-0.5	-6	-0.1
O=c1c2c(-c3cccs3)csc2ncn1-n1cccc1	0.2	-8	2	-11	-1.3	0.3	-6	-1.1	-0.6	-7	0.2
Cc1nc(-c2cccc(NC(=O)c3cccs3)c2)cs1	0.0	-1	-9	2	-2.0	-0.4	4	-1.3	2.8	-1	-0.4
O=C(NCc1ccco1)C1CCN(S(=O)(=O)N2CCOCC2)CC1	-0.2	-2	-4	-2	-1.2	-0.3	-4	-1.2	-0.9	-5	0.3
CCC1COCCS(=O)(=O)N1Cc1ccccc1F (configuration not stated)	-1.5	2	6	3	0.5	-0.7	1	-1.1	1.5	5	-0.2
O=C1C[C@@H]2c3c(cccc3CN1Cc1ccc(Cl)cc1)C[C@@H](O)[C@H]2O	1.3	0	3	4	-1.3	0.0	7	-1.5	-2.9	3	-0.1
Cc1cn2c(-c3cccnc3)nnc2s1	0.1	3	1	4	-1.8	-1.3	5	-1.5	1.7	0	0.2
CCCCNS(=O)(=O)c1ccc2nc(-c3cccnc3)cc(C(=O)NCCOC)c2c1	-1.1	2	-1	-4	-1.9	-1.4	3	-2.0	0.8	0	-0.5
CCN(CC)C(=O)C1CCN(S(=O)(=O)c2ccc(-n3cnnn3)cc2)CC1	-0.7	2	-1	2	-0.7	-1.0	6	-1.2	-2.8	0	-0.1
Cc1ccc(-n2nc(C(=O)c3ccccc3)n3c(=O)cc(-c4ccccc4)nc23)cc1	0.9	0	-1	0	-2.0	4.2	-3	-0.7	0.8	-2	0.1
Cn1c(=O)[nH]c(=O)c2c1nc(N1CCN(C(=O)c3ccco3)CC1)n2CCCSc1ncccn1	3.9	-1	-1	-3	-0.8	0.3	7	-1.4	3.2	-3	0.1
CSc1nsc(SC)c1CO	0.3	-1	0	1	-0.1	0.7	-2	-1.1	-0.9	-3	-0.3
O=C(Nc1nccs1)C1(c2ccc(Cl)cc2)CC1	0.7	5	0	-1	-2.5	1.1	8	0.8	-0.3	2	-0.9
COc1ccc(Cl)cc1C1=NOC2(CCC2)C(=O)N1Cc1cccc(C#N)c1	/	0	3	0	-1.1	0.7	2	-1.2	-0.6	1	-2.3
O=C(CCNC(=O)c1ccc(Br)cc1)Nc1cccc(S(=O)(=O)N2CCCC2)c1	-0.3	3	-21	-3	-1.9	0.6	-3	-1.5	-3.1	0	-0.9
CCOc1ccccc1OCCCC(=O)NNC(=O)c1ccc(F)cc1	-0.1	5	0	1	-1.9	0.7	-4	-1.3	-0.7	-5	-0.8

Of the compounds above, two have a thiophene ring, fused or not.
SMILES	DAX1 inh-1	PLCg1 inh	HGIII-sPLA2 inh	PLC-beta3 inh	hcDAF-12 act	GAA850 FXN act	ADAM10 inh	ssDAF12 agonist	hgDAF-12 ag	ADAM17 inh	DAX1 inh-2
O=c1c2c(-c3cccs3)csc2ncn1-n1cccc1	0.2	-8	2	-11	-1.3	0.3	-6	-1.1	-0.6	-7	0.2
Cc1nc(-c2cccc(NC(=O)c3cccs3)c2)cs1	0.0	-1	-9	2	-2.0	-0.4	4	-1.3	2.8	-1	-0.4

Arranged by the number under ADAM10 inh (low to high): 5 of the compounds above
SMILES | ADAM10 inh
CC(=O)c1c(C(C)=O)c(C)n(NC(=O)c2ccncc2)c1C | -8
O=c1c2c(-c3cccs3)csc2ncn1-n1cccc1 | -6
Cc1ccc(-n2nc(C(=O)c3ccccc3)n3c(=O)cc(-c4ccccc4)nc23)cc1 | -3
COc1cc(C(=O)NCCCNc2ccc([N+](=O)[O-])cc2)cc(OC)c1OC | 0
O=C1C[C@@H]2c3c(cccc3CN1Cc1ccc(Cl)cc1)C[C@@H](O)[C@H]2O | 7

The list goes on:
SMILES	DAX1 inh-1	PLCg1 inh	HGIII-sPLA2 inh	PLC-beta3 inh	hcDAF-12 act	GAA850 FXN act	ADAM10 inh	ssDAF12 agonist	hgDAF-12 ag	ADAM17 inh	DAX1 inh-2
O=C(NCCN1CCOCC1)C(=O)NCC1OCCN1S(=O)(=O)c1ccccc1 (configuration not stated)	1.2	-3	-1	-9	-0.9	-0.1	4	-0.5	2.6	-2	-0.6
CCOc1ccc(OCc2cccc(C(=O)N3CCCC3)c2)cc1	-2.8	2	-3	4	2.5	5.0	-1	-0.7	10	-1	4.2*
Cc1c(Cl)c([N+](=O)[O-])nn1CC(=O)NCc1cccnc1	-0.4	1	6	-2	-0.1	0.5	-3	-0.8	-3.6	-4	0.7
CN(/C(=N\S(=O)(=O)c1ccccc1)C(F)(F)F)c1ccccc1	0.4	1	6	5	-1.8	-1.2	-8	-0.9	0.6	-5	0.6
O=C(c1ccccc1)c1cc(-c2ccccn2)c(N2CCOCC2)s1	-0.9	-52	0	-72	-1.4	-2.0	-4	-1.5	2.8	-1	-1.9
COc1ccc(-c2c(-c3ccsc3)oc(=O)c3cc(OC)c(OC)cc23)cc1	2.2	-1	-5	-2	-0.3	3.1	-7	-0.8	0.2	-4	-0.6
CCCNC(=S)Nc1ccccc1	0.8	1	7	-1	-0.5	0.6	3	-0.2	-0.5	-4	-0.4
CC(=O)Nc1ccc(S(=O)(=O)N2CCN(Cc3cccc([N+](=O)[O-])c3)CC2)cc1	/	7	-5	4	0.0	1.3	4	-1.5	-4.7	5	-0.5
CCNC(=O)CCSc1nnc(-c2ccncc2)o1	-0.4	1	-1	-4	-0.8	1.6	0	-0.5	-4.4	-3	-0.6
O=C(CN1C(=O)CSc2ccc(S(=O)(=O)N3CCOCC3)cc21)NCCc1ccccc1	0.8	-1	2	0	-0.6	0.2	-10	-1.0	-1.6	-2	1.5
CCOP(=O)(c1c(F)c(F)c(F)c(F)c1F)C(O)c1ccccc1 (configuration not stated)	-0.9	2	-12	1	0.0	-0.5	-4	-1.1	-3.2	0	0.4
CCOCCCNS(=O)(=O)c1ccc(NC(=O)c2ccccc2)cc1	-1.9	7	-11	5	-4.1	0.9	8	-2.2	-2.8	2	-1.5
CCc1c(C(=O)N/N=C/c2ccc(OCc3ccc(F)cc3)c(OC)c2)nnn1-c1nonc1N	0.1	1	0	-4	-1.7	-1.5	-6	-0.8	0.7	0	0.1
COc1ccc(CSCCc2n[nH]c(=S)n2-c2ccccc2)cc1	0.5	0	15	-4	0.5	2.0	10	-1.2	-2.7	0	-0.3
COC(=O)c1ccc(/C=N/NC(=O)CCSc2nc3ccccc3s2)cc1	/	0	-2	3	0.4	/	-2	-1.4	-0.4	0	0.0
O=c1c(C=Nc2cccc(C(F)(F)F)c2)c[nH]n1-c1cccc(Cl)n1	-1.4	2	-2	6	-2.3	-0.9	11	-1.2	0.3	3	-0.4
Oc1ccc(/C=N/n2c(-c3ccco3)csc2=Nc2cccnc2)c(O)c1	-2.0	-91	2	-134	-1.2	-7.0	-34	-1.3	4.8	-3	-1.0
Cc1cccnc1NC(=O)c1ccc(NS(=O)(=O)c2ccc3[nH]c(=O)[nH]c3c2)cc1	1.1	-2	-1	-8	4.1	1.4	3	-0.8	2.4	1	0.1
COc1ccc(OC)c(NC(=O)CSc2ccc3nnc(-c4cccnc4)n3n2)c1	0.9	-1	2	-5	0.0	2.6	-11	-1.2	0.9	-3	0.0
CCOc1ccc(S(=O)(=O)N2CCCCC2)cc1NC(=O)C1COc2ccccc2O1 (configuration not stated)	-0.3	1	7	-7	-0.6	0.1	-11	-1.1	1.8	-4	0.8
Cc1onc(-c2ccccc2)c1C(=O)OCC(=O)Nc1ccc(C#N)cc1	-1.5	-1	-25	0	-3.3	-2.8	-5	-1.0	-4.4	3	-3.6
CC(=O)OCC1=C(C(=O)O)N2C(=O)C(NC(=O)Cn3nc(C(F)F)c(Cl)c3C)C2SC1 (configuration not stated)	1.3	-1	-10	0	1.3	-1.7	-7	-1.3	2.6	-1	0.1
O=C(NCc1ccccc1)C1(CC2CC(c3ccccc3)=NO2)CCNCC1 (configuration not stated)	0.4	3	-32	3	-1.3	1.5	1	-1.4	1.8	0	-0.3
COc1ccc(N2CCN(C(=O)c3ccc4c(c3)OCO4)CC2)cc1	-0.8	1	-3	1	-0.6	0.3	-11	-1.3	-0.6	-6	-0.3
CC(C)N1CCCC(C)(C(=O)Nc2nc3ccccc3n2C)C1 (configuration not stated)	/	-3	0	2	0.9	-0.3	-13	-0.6	3.2	-6	-0.2
CCOc1ccc(CCN2C(=O)C(=O)N([C@@H](CC(C)C)CN3CCC[C@H]3CN3C(=O)C(=O)NC[C@@H]3Cc3ccc(O)cc3)C[C@@H]2Cc2ccccc2)cc1	/	6	-8	7	-0.8	/	12	0.0	1.6	4	0.5
COc1cc(/C=C2\SC(=S)N(CC(=O)NC(C)(C)C)C2=O)cc(OC)c1OC	-1.0	-11	-18	-9	-0.3	0.2	7	-1.3	-1.3	6	-0.1
COCCn1c(SCC(=O)NCC(c2ccccc2)N(C)C)nc2sc3c(c2c1=O)CCC3 (configuration not stated)	0.7	-3	1	-2	0.0	4.3	-3	-1.2	-2.8	-3	0.0
